SW480 rereplic – DNA re-replication induction in SW480 cells | SW480 DNA re-replication, Hoechst DNA content imaging, 48 h | Potency, µM (series often up to 46.1 µM), without a hit: at the top dose re-replication activation, hits mostly activators | 1.8% of 340,000 active | AID 624297; note: % of control where 0% means no effect; nearly all actives have a fitted effect of over 55% in size
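Image-based read-out: total Hoechst fluorescence of nuclei (405 nm excitation, 500-530 nm emission), with hits raising the fraction of high-intensity nuclei. SW480 colon cells incubated 48 hr with compounds at 37 C.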
TDP43 rescue – inhibitors of TDP-43 toxicity in yeast; TDP-43 expressing yeast growth rescue, BacTiter-Glo, 24 h; Potency, µM (doses to about 46.1 µM), for the others: at the highest dose growth rescue (activation), usual class: activators; 1.8% of 410,000 active; note: % of control where 0% means no effect; nearly all actives have a fitted effect of over 50% in size
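Readout is BacTiter-Glo luminescence of cell growth, so inhibitors register as activators. TDP-43-expressing yeast at OD600=0.02 in galactose medium, after raffinose pregrowth to mid-log, were incubated with compound for 24 hr at 30 deg C.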
HT1080 IDH1KD tx – kills HT-1080 cells with IDH1 knockdown. HT-1080 IDH1 knockdown viability, ATP luminescence, 48 h. Potency, µM (top dose mostly 46.1 µM), for inactives: at the top dose activity, negative = toxicity, actives largely listed as cytotoxic. 2% of 360,000 active. AID 686971;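 note: 0% = DMSO wells and -100% = cell-free medium wells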
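CellTiter-Glo luminescence after 48 h compound exposure at 37 degrees C of IDH1-knockdown HT-1080 cells in 5% FBS RPMI. %Activity scaled between DMSO wells and cell-free media wells, with curves fitted and assigned curve classes.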
KB-V1 cytotox – KB-V1 MDR subline cytotoxicity; KB-V1 MDR cells viability, CellTiter-Glo, 72 h; Potency, µM (series often up to 46.1 µM), for inactives: at the highest dose activity change, negative = cytotoxicity, actives largely listed as cytotoxic; 3.4% of 400,000 active; note: % is set by controls: 0 for no effect and ±100 for the full control effect; nearly all actives have a fitted effect of over 60% in size
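Drug-selected KB-V1 cells, grown in DMEM lacking phenol red with 10% FBS, receive compound titrations; after three days at 37 degrees C, surviving cell ATP is quantified by CellTiter-Glo luminescence and responses normalized and curve-fitted.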
GLP1R inv ag – inverse agonists of human GLP-1 receptor. P43220. HEK293 GLP-1R CRE-luciferase, luminescence, 24 h; GLP-1R form is constitutively active. Potency, µM (doses to about 38.3 µM), for inactives: at the top dose activity change, negative = inhibition, hits mostly inhibitors. 1.6% of 410,000 active. AID 624417; note: % is set by controls: 0 for no effect and ±100 for the full control effect; nearly all actives have a fitted effect of over 55% in size
Target sequence (P43220 whole entry, looked up): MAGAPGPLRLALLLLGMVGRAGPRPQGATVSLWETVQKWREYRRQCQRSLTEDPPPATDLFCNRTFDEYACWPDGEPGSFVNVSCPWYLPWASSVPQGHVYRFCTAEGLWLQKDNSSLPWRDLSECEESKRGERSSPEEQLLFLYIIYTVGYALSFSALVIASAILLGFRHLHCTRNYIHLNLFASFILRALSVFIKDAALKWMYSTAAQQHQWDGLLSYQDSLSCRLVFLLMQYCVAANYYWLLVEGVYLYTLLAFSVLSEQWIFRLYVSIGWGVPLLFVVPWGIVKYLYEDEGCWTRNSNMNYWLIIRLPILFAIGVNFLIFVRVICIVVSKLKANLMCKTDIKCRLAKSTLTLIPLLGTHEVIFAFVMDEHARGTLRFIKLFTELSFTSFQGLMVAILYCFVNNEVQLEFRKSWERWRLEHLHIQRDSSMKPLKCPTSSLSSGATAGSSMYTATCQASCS
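HEK293 cells stably co-expressing constitutively active GLP-1R and a cAMP-responsive luciferase reporter were seeded in DMEM with 10% Nu serum, given compounds after 12 h, and incubated 24 h at 37 deg C. Luminescence was then read.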
KB-3-1 cytotox – kills parental KB-3-1 adenocarcinoma cells. KB-3-1 viability, CellTiter-Glo ATP luminescence, 72 h. Potency, µM (titrated, usually from 46.1 µM), for the others: at the highest dose activity change, negative = cytotoxic, usual class: cytotoxic. 1.4% of 400,000 active; note: % is set by controls: 0 for no effect and ±100 for the full control effect; nearly all actives have a fitted effect of over 60% in size
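Using CellTiter-Glo luminescence, growth of non-resistant KB-3-1 adenocarcinoma cells is assessed 72 h after pin-tool compound addition at 37 °C. Normalized responses across the concentration series yield fitted curves.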
HT1080-NT tox – kills 2HG-producing HT-1080-NT fibrosarcoma cells; HT-1080-NT fibrosarcoma viability, CellTiter-Glo ATP luminescence, 48 h; Potency, µM (titrated, usually from 46.1 µM), without a hit: top-dose activity, negative = less viability, hits mostly cytotoxic; 1.6% of 360,000 active; AID 686970;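 note: NT is the 2HG producing partner of a matched IDH1 knockdown line; 0% = DMSO-treated cells and -100% = media-only wells without cells; nearly all actives have a fitted effect of over 55% in size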
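Viability by CellTiter-Glo luminescence after 48 h compound exposure at 37C of HT-1080-NT cells (750/well, RPMI, 5% FBS). % activity scaled between DMSO wells and medium-only wells, then curve-fitted and categorized by curve class.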
GLP1R ag – agonists of human GLP-1 receptor. Potency, µM (top dose mostly 45.6 µM), without a hit: at the top dose activation, actives largely listed as activators. 0.007% of 380,000 active. HEK293 GLP-1R CRE-luciferase, luminescence, 4-6 h; cells express a hypersensitive GLP-1R form. P43220; note: % of control where 0% means no effect
HEK293 tox – cytotoxic in the GLP-1 receptor inverse agonist counter-screen; HEK293 cAMP-luciferase reporter cells, luminescence, 24 h; 0.13% of 410,000 active; Potency, µM (titrated, usually from 38.3 µM), for the others: at the highest dose activity change, negative = inhibition, hits mostly inhibitors;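 note: loss of luciferase light is scored as toxicity; % is set by controls: 0 for no effect and ±100 for the full control effect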
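1536-well qHTS counterscreen of the MLSMR; 200 cells/uL, 12 h pre-incubation, 23 nL cpd, 24 h at 37 deg C 5% CO2, luciferase detection reagent, 12 min RT, luminescence. Inhibition = undesired.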
Starred values were filed as active, the others as inactive; ? = inconclusive; . = no result given; [ ] = another dose, or the depositor's remark. Calls come from the whole dose curve; as a rule, active = well fitted curve in the direction sought with a large enough effect; inconclusive = small, poorly fitted or top-dose-only effect, or another doubt; inactive = no such curve, though single readings can be large; an effect the other way counts as inactive or inconclusive. Potency is the fitted concentration of half-maximal effect.

SMILES	SW480 rereplic	TDP43 rescue	HT1080 IDH1KD tx	KB-V1 cytotox	GLP1R inv ag	KB-3-1 cytotox	HT1080-NT tox	GLP1R ag	HEK293 tox
C=CCCC1CN(Cc2ccco2)S(=O)(=O)c2c(F)cccc2O1 (centres undefined)	2.4%	35.9%	4.1%	4.0%	-27.6%	0.5%	8.1%	-3.7%	13.5%
Brc1ccc(CNCc2cccs2)cc1	-2.2%	2.1%	14.2%	5.0%	0.4%	5.5%	-1.7%	2.4%	12.9%
CCN1CCN(C(=O)CN(CC)S(=O)(=O)c2ccc(F)cc2)CC1	-5.8%	-13.5%	5.6%	.	20.2%	.	-9.2%	-8.8%	-0.7%
COc1ccccc1CNC(=O)c1cc2c(C)nn(Cc3ccc(F)cc3)c2s1	-4.9%	?	-12.7%	-8.5%	?	-16.2%	-14.5%	13.5%	-7.2%
Cc1cccc(C)c1OCC(=O)N(Cc1ccco1)C1CCS(=O)(=O)C1 (centres undefined)	-2.0%	-13.8%	-5.8%	-26.2%	-16.4%	-5.5%	9.1%	-1.5%	-8.6%
CCCCN1CCc2c([nH]c3c(C)cccc23)C1=O	18.9%	0.0%	-13.4%	-1.9%	?	12.4%	-19.9%	-0.8%	-1.5%
O=C(COC(=O)c1ccccc1Br)Nc1ccc2[nH]c(=O)[nH]c2c1	-0.5%	2.3%	0.3%	5.3%	25.3%	9.3%	-2.4%	25.7%	2.5%
COC(=O)c1ccccc1N/C=C1\CCc2c(c(C)nn2-c2ccccn2)C1=O	1.4%	-10.1%	-0.1%	-28.0%	2.0%	-2.2%	-1.7%	6.8%	21.2%
CC(C)c1ccc(NC(=O)C2CSC3(C)CCC(=O)N23)cc1 (centres undefined)	13.6%	-9.4%	-3.7%	9.0%	?	0.1%	-3.6%	3.7%	-4.6%
CN(C)CCNC(=O)NC1CCCCC1	5.3%	-3.4%	2.9%	0.0%	0.7%	17.3%	2.4%	-5.0%	18.8%
CS(=O)(=O)N1CCC(C(=O)Nc2cccc(C(F)(F)F)c2)CC1	-3.5%	3.0%	0.6%	-2.8%	10.6%	4.9%	-0.9%	3.0%	-4.6%
Cc1cccc(-n2c3c(cc(-c4nc(-c5ccc(Cl)cc5)cs4)c2=O)C(=O)CC(C)(C)C3)c1	.	16.0%	.	1.2%	5.3%	4.4%	.	.	5.3%
Cc1cccc(-n2c(C)nc3c(cnn3-c3ccc(F)cc3)c2=O)c1	-0.2%[9.22 µM]	?	-17.4%	?	?	-34.5%	-15.1%	8.7%	-11.3%
CC1Cc2ccccc2N1CC(=O)Nc1ccc(N2CCOCC2)cc1 (centres undefined)	-5.6%	-17.8%[0.397 µM]	15.6%	-6.0%	7.7%	17.2%	4.0%	14.3%	-4.5%
O=C(Nn1c(SCc2ccc([N+](=O)[O-])cc2)nc2ccccc2c1=O)c1ccc(F)cc1	0.3%	-2.8%	-18.3%	-12.9%	?	-3.3%	-20.6%	4.9%	8.9%
CCC(CC)NCc1ccc2c(c1)c1ccccc1n2CC	2.3%	-6.2%	-10.6%	?	4.47µM*	2.4%	-19.8%	-5.1%	?
CC(=O)c1nn(-c2cccc(Cl)c2)cc1C(=O)c1ccco1	1.2%	29.8%	-4.3%	15.6%	?	8.3%	2.3%	3.4%	-24.1%
Cc1cc2oc(C(=O)NCCc3ccc(S(N)(=O)=O)cc3)c(C)c2cc1C	-5.9%	-15.1%[1.82 µM]	20.8%	22.8%	27.7%	?	11.4%	13.6%	5.1%
Cc1ccc(N2C3=C(C(=O)CC(C)(C)C3)C(c3cn(C)nc3C)C3=C2CC(C)(C)CC3=O)cc1	?	?	?	-11.6%	48.6%[activator]	?	-24.5%	-0.4%	-8.7%
Cc1ccc2nc(C)cc(C(=O)Nc3nccs3)c2c1	-3.9%	14.0%	-4.8%	-11.6%	-11.8%	2.1%	-20.3%	17.2%	-10.9%
Cc1occc(=O)c1OCc1c(F)cccc1Cl	2.4%	-7.7%	13.1%	8.9%	-7.3%	-5.8%	17.9%	0.5%	3.7%
Cc1cc(NC(=O)c2cc(S(=O)(=O)N3CCCCC3)ccc2C)no1	-19.6%	-10.3%	-2.0%	4.4%	?	-13.6%	-4.5%	-1.2%	11.9%
O=C(Cc1noc2ccccc12)NNC(=S)Nc1ccccc1	-6.7%	29.6%[9.22 µM]	-0.4%	-12.0%	3.6%	-2.5%	4.8%	5.2%	-8.4%
CCCCNC(=O)CCCCn1c(=S)[nH]c2c([nH]c3ccc(OC)cc32)c1=O	-67.2%[inhibitor]	2.1%	1.1%	1.1%	1.0%	1.2%	-1.0%	-0.9%	-21.7%

Some values from the entries so far:
Under GLP1R ag, `Cc1cc(NC(=O)c2cc(S(=O)(=O)N3CCCCC3)ccc2C)no1` is listed with -1.2%
Under KB-V1 cytotox, `Cc1occc(=O)c1OCc1c(F)cccc1Cl` is listed with 8.9%
Under KB-3-1 cytotox, `CCC(CC)NCc1ccc2c(c1)c1ccccc1n2CC` is listed with 2.4%

(more compounds)
SMILES	SW480 rereplic	TDP43 rescue	HT1080 IDH1KD tx	KB-V1 cytotox	GLP1R inv ag	KB-3-1 cytotox	HT1080-NT tox	GLP1R ag	HEK293 tox
Cc1cccc(NC(=S)NNC(=O)c2csc3c2CCC(C)C3)c1 (centres undefined)	6.8%	?	?	23.1µM*	-0.8%	-1.8%	-7.4%	-18.4%	3.9%
CCOc1cc(/C=N/N2C(=O)NC3(CCCCC3)C2=O)cc(Br)c1O	-12.3%	-4.9%	5.7%	-0.4%	-6.4%	-7.5%	-1.4%	8.8%	1.1%
CCOc1ccc(C(C)C)cc1S(=O)(=O)Nc1cccc(-c2ccc(N3CCOCC3)nn2)c1	.	-16.0%	.	?	0.3%	2.0%	.	.	12.4%
CC(C)C[C@H]1CNC(=S)N1CC1CCN(CCC23CC4CC(CC(C4)C2)C3)CC1	?	5.8%	1.3%	2.4%	10µM*	?	9.5%	-0.1%	-1.9%
Cc1cc(OCC(O)CN2CCc3ccccc3C2)cc(C(C)C)c1 (centres undefined)	4.4%	-1.7%	-25.3%	-8.2%	?	-10.8%	-20.8%	8.1%	?
Fc1ccc(-c2nnc(CSc3nnc4ccccn34)o2)cc1	?	-17.3%	18.5%	-23.3%	29.2%	8.1%	9.7%	0.7%	-2.7%
Cc1ccc(O)c(NC(=O)C2CCCN2C(=O)OCc2ccccc2)c1 (centres undefined)	3.3%	-6.2%	-1.2%	-3.5%	?	7.1%	-14.7%	11.1%	-19.4%
Cc1cc(C(F)(F)F)nn1CC(=O)N(C)C1CCCCC1	-3.6%[9.22 µM]	10.7%	5.3%	11.9%	5.3%	-6.5%	9.6%	1.1%	-18.2%
CCCc1cc(=O)[nH]c(NCCc2ccccc2)n1	-2.9%	2.1%	4.5%	-23.6%	10.7%	-0.8%	4.3%	1.1%	-2.9%
Cc1ccc(S(=O)(=O)N2CCCCC2)cc1NC(=O)Cc1c[nH]c2ccccc12	14.6%	-13.9%	-11.9%	?	?	-12.0%	-4.0%	-1.4%	13.7%[1.53 µM]
O=C(Nc1ccccc1)NC1(C(=O)N2CCC(O)CC2)CCCCC1	-1.9%	-7.9%	15.8%	16.4%	-1.4%	9.9%	17.5%	3.3%	-7.5%
Cc1cnc(C(=O)N(CCCn2ccnc2)C2C(=O)Nc3ccccc3N=C2c2ccccc2)cn1 (centres undefined)	.	9.8%	17.7%	14.5%	28.3%	0.0%	7.2%	2.5%	-0.4%
COc1cc(/C=C2/NC(=O)N(Cc3ccccc3F)C2=O)cc(OC)c1O	-30.3%[inhibitor]	-6.5%	-10.2%	-16.1%	-20.6%	7.9%	-20.2%	8.8%	-8.0%
Cc1nn(C)c(C)c1NC(=O)CSc1nc(-c2ccccc2F)nc2c1cnn2-c1ccccc1	2.8%	22.8%	-12.8%	?	8.4%	4.6%	-1.8%	12.0%	4.8%
CC(NC(=O)CCc1nnc(-c2ccc(-c3ccccc3)cc2)o1)c1nccs1 (centres undefined)	-7.6%	3.9%[9.22 µM]	-1.4%	0.5%	-18.0%	11.1%	-0.2%	1.2%	6.0%
CCCCOC(=O)CSC1=C(C#N)C(c2cccnc2)C(C(=O)OCC)=C(c2ccccc2)N1 (centres undefined)	23.1µM*	-3.3%[9.22 µM]	-4.9%	-7.6%	?	-7.7%	-3.2%	16.0%	59.3%[activator]
CCOC(=O)CN1C(=O)C(=O)N(Cc2ccccc2F)C1=O	-4.3%	-6.1%	0.9%	10.2%	26.9%	3.9%	9.5%	7.1%	-5.5%
Cc1cccn2c(=O)cc(COc3ccc(NC(=O)C(C)C)cc3)nc12	.	17.3%	.	2.2%	2.7%	0.1%	.	.	4.6%
Cc1ccc(NS(=O)(=O)c2ccc(Cl)c(C(=O)Nc3cccc(C(=O)O)c3)c2)cc1	-4.9%	-6.0%	-0.6%	-2.0%	9.3%	20.3%	-4.6%	-2.8%	3.1%
CCOc1ccc(S(=O)(=O)N2CCC(C(=O)NC3CCCC3)CC2)cc1	-7.5%	-0.1%	6.5%	-15.5%	20.2%	-6.8%	8.1%	-13.8%	3.1%
CC1(c2nnc(-c3cccc(Cl)c3)o2)CC(c2c(Cl)cccc2Cl)=NO1 (centres undefined)	-5.2%	13.9%	0.2%	-1.8%	?	-12.0%	5.8%	-4.1%	?
COc1cccc(NC(=O)Nc2nnc([C@H]3C[C@H](O)[C@@H](CO)O3)s2)c1	.	10.1%	22.6%	4.1%	14.0%	0.0%	9.6%	-0.9%	0.6%

Records listed so far marked active in SW480 rereplic:
Compound | SW480 rereplic | GLP1R ag
CCCCOC(=O)CSC1=C(C#N)C(c2cccnc2)C(C(=O)OCC)=C(c2ccccc2)N1 (centres undefined) | 23.1µM* | 16.0%
